Source: PubChem BioAssay (National Center for Advancing Translational Sciences (NCATS))
HEK cytotox = kills HEK 293 cells; HEK 293 viability, ATP luminescence (CellTiter-Glo), 48-72 h; Potency, µM (top dose mostly 115 µM), for the others: at the top dose activity change, negative = cytotoxicity, most hits filed as inhibitors; 6.6% of 94,000 active; AID 1345083; also: potency is read from the fitted curve at half-maximal effect; nearly all actives have a fitted effect of over 60% in size
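Viability of HEK 293 cells, plated at 250 cells/well, was judged by cellular ATP after compound treatment for 48 or 72 hr. Luminescence was imaged 10 min after CellTiter-Glo addition at room temperature.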
Luciferase inh = Photinus pyralis luciferase inhibition; 2.5% of 76,000 active; purified P. pyralis luciferase, luminescence, biochemical; Potency, µM (doses to about 115 µM), for the others: at the top dose activity change, negative = inhibition, hits mostly inhibitors; P08659; AID 1347043; also: potency is read from the fitted curve at half-maximal effect; nearly all actives have a fitted effect of over 65% in size
Target sequence (P08659 whole entry, looked up): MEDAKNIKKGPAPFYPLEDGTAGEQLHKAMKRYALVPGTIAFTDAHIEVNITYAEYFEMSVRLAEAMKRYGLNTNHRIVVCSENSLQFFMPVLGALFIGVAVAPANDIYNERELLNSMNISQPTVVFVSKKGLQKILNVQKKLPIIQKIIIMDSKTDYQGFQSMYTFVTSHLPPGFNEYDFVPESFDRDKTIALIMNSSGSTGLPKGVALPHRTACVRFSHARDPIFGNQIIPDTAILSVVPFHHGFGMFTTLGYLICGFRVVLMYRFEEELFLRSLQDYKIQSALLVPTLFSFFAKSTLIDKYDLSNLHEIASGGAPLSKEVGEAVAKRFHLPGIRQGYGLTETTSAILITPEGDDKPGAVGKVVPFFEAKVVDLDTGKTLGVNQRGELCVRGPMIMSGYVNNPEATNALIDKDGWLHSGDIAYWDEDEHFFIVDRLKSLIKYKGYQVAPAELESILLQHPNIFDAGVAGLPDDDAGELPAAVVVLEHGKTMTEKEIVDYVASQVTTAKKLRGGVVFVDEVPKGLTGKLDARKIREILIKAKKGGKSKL
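FLuc 10nM, D-luciferin 10uM, ATP 10uM, Mg acetate 10mM, Tris acetate pH 7.5, Tween/BSA; cpd qHTS; enzyme added last; CCD luminescence.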
GPT2 inh = GPT2 alanine aminotransferase inhibition. Q8TD30. Recombinant GPT2, coupled pyruvate oxidase/HRP Amplex Red fluorescence. Potency, µM (top dose mostly 57.7 µM), for inactives: top-dose activity change, negative = inhibition, hits mostly inhibitors. 0.25% of 100,000 active. AID 1671188; also: potency is read from the fitted curve at half-maximal effect; nearly all actives have a fitted effect of over 60% in size; many of its hits are not listed in these tables
Target sequence (Q8TD30 whole entry, looked up): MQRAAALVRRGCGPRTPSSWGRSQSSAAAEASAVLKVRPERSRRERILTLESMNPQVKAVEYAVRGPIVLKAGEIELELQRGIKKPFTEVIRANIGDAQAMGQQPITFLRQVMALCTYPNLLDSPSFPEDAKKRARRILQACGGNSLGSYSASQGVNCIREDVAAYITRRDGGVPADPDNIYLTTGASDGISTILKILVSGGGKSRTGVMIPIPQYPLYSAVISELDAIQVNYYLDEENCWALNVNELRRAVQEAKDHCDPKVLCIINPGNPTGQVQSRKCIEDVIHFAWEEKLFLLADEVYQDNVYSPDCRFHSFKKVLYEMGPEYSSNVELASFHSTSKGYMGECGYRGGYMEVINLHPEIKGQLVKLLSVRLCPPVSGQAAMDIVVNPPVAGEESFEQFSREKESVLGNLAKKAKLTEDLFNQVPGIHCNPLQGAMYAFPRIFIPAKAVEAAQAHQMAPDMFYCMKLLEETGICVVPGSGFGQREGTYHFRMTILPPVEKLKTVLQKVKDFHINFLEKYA
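Fluorescence of coupled pyruvate oxidase/HRP/Amplex Red system (50uM Amplex, 30 min, dark) reports pyruvate formed by GPT2. Enzyme reaction: 10ng/uL GPT2, 2mM L-alanine, 250uM a-KG, 30 min room temperature, pH 7.5; 50uM AOA control.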
HEK293 viab = counter-screen for SNCA expression inhibitors: cell viability; HEK-293-SNCA-luc viability, GF-AFC fluorescence, 24 h; Potency, µM (highest dose often 57.1 µM), for inactives: at the top dose activity change, negative = cytotoxicity, actives largely listed as cytotoxic; 0.12% of 150,000 active; AID 1671193;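 also: potency is read from the fitted curve at half-maximal effect; 0% = DMSO-treated cells and -100% = medium-only wells without cells; nearly all actives have a fitted effect of over 30% in size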
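HEK-293-SNCA-luc cells (1500/well) plated 24 h, then exposed 24 h to a dilution series; GF-AFC added 30 min at 37C, fluorescence 405/540 nm; normalised to medium-only and DMSO wells, Hill fit.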
SNCA expr inh = inhibitors of alpha-synuclein (SNCA) gene expression; 0.17% of 140,000 active; Potency, µM (top dose mostly 57.2 µM), for the others: at the highest dose activity change, negative = inhibition, hits mostly inhibitors; HEK-293 SNCA-luciferase knock-in, luminescence, 24 h; AID 1671194;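 also: potency is read from the fitted curve at half-maximal effect; plate controls were DMSO cells for no effect and cell-free wells for full effect; nearly all actives have a fitted effect of over 45% in size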
3T3 cytotox = NIH 3T3 cell cytotoxicity. Potency, µM (series often up to 96.7 µM), for the others: at the highest dose activity change, negative = cytotoxicity, most hits filed as inhibitors. 4.3% of 94,000 active. NIH 3T3 viability, CellTiter-Glo ATP luminescence, 48-72 h; also: potency is read from the fitted curve at half-maximal effect; nearly all actives have a fitted effect of over 55% in size
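First NIH 3T3 cells are plated at 400 cells/well; next compound is pinned in; then plates incubate 48 or 72 hr at 37 °C; finally CellTiter-Glo is added and luminescence read after 10 min.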
IP6K1 inh = blocks human inositol hexakisphosphate kinase 1; Q92551; IP6K1 kinase, ADP-Glo luminescence, 2 h; hits give low values; activity change, % (series mostly up to about 58 µM); 0.81% of 140,000 active; AID 1645851; in the data active = activity change below about -25%
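ADP-Glo luminescence measures ADP made by human IP6K1 during a 2 h RT reaction with ATP/IP6 (mix at 1.3 mM/130 uM); top library doses 57.5 and 19.1 uM final.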
Starred values were filed as active, the others as inactive; i = inactive; u = inconclusive; x = not tested or not shown; & = joins results of further samples; [ ] = another dose, or the depositor's remark. Unless noted, calls follow the shape of the dose curve; as a rule, active = well fitted curve in the direction sought with a large enough effect; inconclusive = small, poorly fitted or top-dose-only effect, or another doubt; inactive = no such curve, though single readings can be large; an effect the other way counts as inactive or inconclusive. Unless noted, % is scaled to controls: 0 for no effect and ±100 for the full control effect.

SMILES	HEK cytotox	Luciferase inh	GPT2 inh	HEK293 viab	SNCA expr inh	3T3 cytotox	IP6K1 inh
CSCC(=O)N(Cc1ccncc1)C1CCN(C)CC1	-9%	-13%	-14%	11%	-6%	-11%	11
COc1ccccc1Cn1c(-c2ccccc2)nc(C)c(CCO)c1=O	u	0%	-29%	5%	-3%	u	6
C#CCNC(=O)C1CCN(C(=O)c2ccc(-c3ccccc3OC)cc2)CC1	u	x	-10%	11%[12.5 µM]	15%	-32%	4
COc1ccccc1CNS(=O)(=O)c1ccc2[nH]c3c(c2c1)CCCCC3	x	x	x	4%	-2%	x	12
CCc1nc(C)c(C(=O)N2CCOC(CCCC(C)C)C2)o1 (stereo not given)	u	-1%	u	9%	-16%	u	9
Cc1ccc(C(=O)N2CCC3(CC2)NC(=O)N(c2ccccc2)N3)s1	u	-5%	u	-11%	-12%	u	-12
CN(C)C(=O)c1ccc(-c2ccccc2N(C)C)nc1	0%	2%	-1%[11.5 µM]	0%	2%	1%	40
O=C(c1ccccc1F)N1CCN(CCCn2nc3n(c2=O)CCCC3)CC1	-3%	x	x	x	x	-22%	-5
Cc1ccc(C)c(Cn2cc(S(=O)(=O)c3ccc(Cl)cc3)c(=O)c3cc(F)ccc32)c1	x	x	x	10%	-3%	x	-25*
O=[S+]([O-])(c1cccs1)N1CCn2c(nnc2-c2ccc(Cl)cc2)C1	u	x	i	-4%	-13%	u	-6
O=C(Cc1c(C(=O)O)[nH]c2ccccc12)Nc1cccc(C(F)(F)F)c1	x	x	x	1%	12%	x	7
COCc1cccc(-c2n[nH]c3c2CC(=O)N(c2ccccc2)C3)c1	u	-12%[172 µM]	2%[88.5 µM]	-16%[87.6 µM]	-22%[87.6 µM]	-29%[138 µM]	5
COc1cccc2c1C(=O)c1c(O)c3c(c(O)c1C2=O)C[C@@](O)(C(=O)CO)C[C@@H]3O[C@H]1C[C@H](N)[C@H](O)[C@H](C)O1	x	x	i	-7%[23.9 µM]	-54%[25.6 µM]	x	-21
O=C(NCCc1ccc(Cl)cc1)C1CN(C2CCCC2)C(=O)N1 (stereo not given)	u	x	-7%[88.5 µM]	-3%[12.5 µM]	3%[87.6 µM]	u	5
O=C(Nc1ccc(C2(C(=O)NCc3ccc(F)cc3)CCCCC2)cc1)C1CC1	-13%	12%	i	2%	-27%	-21%	-5
CC(=O)O[C@@H]1C[C@@]23C[C@@]24CC[C@H](O[C@@H]2OC[C@H](O)[C@H](O)[C@H]2O)C(C)(C)[C@@H]4CC[C@H]3[C@]2(C)[C@@H](O)C34O[C@H](C[C@@H](C)[C@@H]3[C@@]12C)[C@@H](C(C)(C)O)O4	x	x	-8%	-10%	x	x	-1
NC(=O)[C@@H]1CN(C(=O)CC2CC2)C[C@H]1COc1ccccc1	3%	2%	-1%	2%	28%	-4%	12
Cc1ccc(NC(=O)c2oc3ccc(S(=O)(=O)N4CCCCCC4)cc3c2C)cc1Cl	x	x	x	7%	27%	x	27
COc1ccc(Nc2ncnc3sc4c(c23)CCCC4)cc1	x	x	x	-28%	97%[activator]	x	-18
Cc1ccc2onc(CNC(=O)N3CCN(c4cccc(C(F)(F)F)c4)CC3)c2c1	x	x	x	-1%	-1%	x	-13

Among those listed so far, these contain a CF3 group.
SMILES	HEK cytotox	Luciferase inh	GPT2 inh	HEK293 viab	SNCA expr inh	3T3 cytotox	IP6K1 inh
O=C(Cc1c(C(=O)O)[nH]c2ccccc12)Nc1cccc(C(F)(F)F)c1	x	x	x	1%	12%	x	7
Cc1ccc2onc(CNC(=O)N3CCN(c4cccc(C(F)(F)F)c4)CC3)c2c1	x	x	x	-1%	-1%	x	-13

Additional structures follow:
SMILES	HEK cytotox	Luciferase inh	GPT2 inh	HEK293 viab	SNCA expr inh	3T3 cytotox	IP6K1 inh
CCOc1cc(=O)n2c(c1C(=O)N1CCN(c3ccc(F)cc3)CC1)CCCC2	4%	-2%	i	3%	13%	i	-17
COC(=O)C1CCN(C(=O)CC[C@H]2CNC(=O)[C@@H]3[C@@H](CCN3C(C)C)N2C)CC1	-5%[172 µM]	1%[172 µM]	-7%[88.5 µM]	9%[87.6 µM]	4%[87.6 µM]	-22%[174 µM]	-8
CCOCCCNC(=O)c1c(NC(=O)c2cc(=O)c3cc(C)c(C)cc3o2)sc2c1CCC2	x	x	x	9%	11%	x	-11
CCc1ccccc1NC(=O)C1(S(=O)(=O)c2ccc(Cl)cc2)CC1	x	x	x	4%	28%	x	6
COc1ccc(Cn2c(=O)c(C(=O)N3CCN(C(=O)Nc4ccccc4F)CC3)nc3cccnc32)cc1	-24%	x	i	-28%	-12%	u	4
CCN(CC)CC[C@H]1CN(C(=O)C2CCC2)CC[C@H]1CC(=O)O	-13%[172 µM]	-16%[172 µM]	i	-10%[87.6 µM]	30%[87.6 µM]	u	0
CN1CC(=O)N(C2CCNC2)Cc2c1ncnc2N1CCC(N)CC1 (stereo not given)	2%	x	3%	-3%	2%	-11%	1
CC(=O)c1ccc(NC(=O)N[C@@H]2C=C(C(=O)N[C@H](CC(C)C)C(N)=O)C[C@@H](O)[C@@H]2O)cc1	5%	2%	0%	0%	18%	1%	4
Cc1nnc(N2CCC(C(=O)NC(C)C)CC2)c2nn(-c3ccccc3)c(C)c12	x	x	x	2%	-5%	x	5
FC(F)(F)c1ccc(CN2CCn3c(nnc3-c3ccncc3)C2)cc1	-26%	x	i	0%	-11%	u	-3
CC(=O)c1ccc(NC(=O)CSc2ccc(-c3cccs3)nn2)cc1	x	x	x	20%	71%[activator]	x	6
CCOc1ccc(OC(=O)c2cn(-c3cccc(OC)c3)c(=O)c3ccccc23)cc1	x	x	x	5%	-20%	x	-2
COCCNC(=O)c1cc(C2CC2)nc2onc(C3CCNC3)c12 (stereo not given)	-5%	x	i	10%	7%	i	16
O=C(CN1CCCn2nc(CO)cc2C1)Nc1nnc(C2CCC2)s1	-25%	5%	-13%	3%	-12%	-3%	22
O=C(c1ccoc1)N1CCCN(c2cc(-c3ccc(Cl)cc3)[nH]n2)CC1	u	-8%	-1%	2%	14%	u	4
Cc1cc(=O)n(CC(=O)Nc2ccccc2F)c(-c2ccc(F)cc2)n1	u	-2%	-10%	1%	1%	u	6
Cc1ccc(C2(C(=O)N3C[C@@H](CN4CCCCC4)[C@@H](CO)C3)CC2)cc1	u	0%	i	-9%	-4%	-3%	3
COc1cccc(CNC(=O)Cn2c(=O)ccc3cc(S(=O)(=O)N4CCCC4)ccc32)c1	x	x	x	-14%	63%[activator]	x	-13
COc1ccc(Nc2cc(C(=O)NCCCN(C)Cc3ccccc3)c3ccccc3n2)c(OC)c1	x	x	x	-1%	-21%	x	-6
O=C1CCC[C@@H]2C3CC(CN(C(=O)C4(c5ccccc5)CC4)C3)CN12 (stereo not given in full)	15%	7%	5%	1%	10%	i	4
COc1ccccc1CNC(=O)c1c(OCC2CC2)cc(=O)n2c1CCCCC2	u	4%	3%	-1%	-15%	u	7
CC(Cn1cccn1)C(=O)N1CCc2onc(-c3ccc(F)c(F)c3)c2C1 (stereo not given)	u	-11%	u	-9%	u	-28%	31
Cc1ccc2c(=O)cc(C(=O)N(Cc3ccccc3Cl)C3CCS(=O)(=O)C3)oc2c1 (stereo not given)	x	x	x	2%	-8%	x	14
COC(=O)c1cnc(N2CCN(c3ccccc3OC)CC2)c2ccccc12	x	x	x	-14%	u	x	23
Cc1ccc(C(=O)N2CCC3(C2)C(=O)N(C)c2ccccc23)cc1 (stereo not given)	u	-15%[172 µM]	-3%[88.5 µM]	u	-11%[87.6 µM]	u	-11
Cc1ccc(-c2nnc(SCC(=O)N3CCCc4ccccc43)o2)cc1	x	x	x	4%	6%	x	-2
CC(C)C(=O)Nc1ccc2c(N3CCCCC3)ncnc2c1	u	-8%	4%	0%	8%	-26%	17
Cc1noc(-c2ccc3c(c2)OCO3)c1C(=O)NCCCOC(C)C	-7%	-9%	2%	-14%	-2%	-29%	13
COc1ccc([C@@H]2CN(C(=O)CCn3nccc3C)C[C@H]2N(C)C)cc1	-7%	4%	i	9%	6%	-23%	11
CC(C)Sc1ncc(Cl)c(C(=O)N(Cc2ccc(N(C)C)cc2)C2CCS(=O)(=O)C2)n1 (stereo not given)	x	x	x	-1%	-19%	x	-2
CCOc1ccc(NC(=O)CN(c2ccc(C)cc2)S(=O)(=O)c2cccs2)cc1	x	x	x	18%	0%	x	-6
CCN1c2cc(C(=O)Nc3ccc(Cl)cc3)ccc2C(=O)N2CCCCCC21 (stereo not given)	45µM*	-10%	i	-6%[12.5 µM]	u	u	-6
O=c1[nH]cc(F)c(=O)[nH]1	x	x	3%&0%	-5%	-27%	x	10
COc1ccc(NC(=O)C2=C(C)Nc3nc(SCc4ccc(C)cc4C)nn3C2c2cccc(OC)c2OC)cc1 (stereo not given)	x	x	x	-4%	-14%	x	5
Cc1cccc(NC(=O)CC2CCCN(c3cnn(C)c(=O)c3)C2)c1 (stereo not given)	10%	-10%	5%	-13%	22%	-12%	29
Cc1cn2nc(C(=O)NC(C)c3ccccc3)cc2c(N2CCCC2)n1 (stereo not given)	u	-2%	i	11%	-13%	u	-11
O=C(c1cnn(-c2ccc(F)cc2)c1-n1cccc1)N1CCN(c2ccc(F)cc2)CC1	x	x	x	7%	-6%	x	13
O=C(Nc1c(C(=O)c2ccccc2)oc2ccccc12)c1ccc(F)cc1	x	x	x	13%	-13%	x	25
O=C(NCCN1CCN(c2cccc(Cl)c2)CC1)Nc1ccccc1	x	x	x	-16%	-25%	x	5
CCN1c2cc(C(=O)NC3CCCC3)ccc2C(=O)N2CCCCC21 (stereo not given)	u	-4%	i	25%[12.5 µM]	16%	2%	1
Cc1oc2c(c1C(=O)N(C)CCc1ccccn1)CN(Cc1cccc(F)c1)CC2	u	-18%	i	-19%	-9%	u	-5
CCc1ccccc1NC(=O)CN(c1cc(C(F)(F)F)ccc1Cl)S(=O)(=O)c1ccccc1	x	x	x	4%	5%	x	10
Cn1nnnc1C1CCCN(C(=O)c2ccccc2)C1 (stereo not given)	0%	-2%	-10%	17%	5%	4%	-9
Cc1ccc(CCNC(=O)CN2CCN(Cc3ccc(Cl)cc3)C2=O)cc1	x	x	x	0%	-20%	x	-7
O=C(Cn1c(=O)c2ccccc2n(CC(=O)Nc2ccc(Cl)cc2)c1=O)NCCc1ccccc1	x	x	x	1%	-3%	x	1
CC(C)Oc1ccc(C(=O)N(Cc2ccco2)c2ccccn2)cc1	x	x	x	-18%	-20%	x	27
O=C(NCCc1nc(-c2ccccc2)cs1)C1CC(=O)N(c2n[nH]c3ccccc23)C1 (stereo not given)	6%	-1%	i	0%	u	i	12
COC(=O)c1sc2ncccc2c1-n1c(C)ccc1C	x	x	x	-15%	-7%	x	16

These rows are one share of the data (hit frequency here may not be typical).
